Screening data (PubChem)
GAA glycogen mod – alters human alpha-glucosidase cleavage of glycogen; P10253; recombinant GAA, glycogen substrate, Amplex Red glucose oxidase fluorescence; Potency, µM (series often up to 76.4 µM), without a hit: at the highest dose activity change, negative = inhibition, hits mostly inhibitors; actives 0.38% (n = 300,000); AID 2100; active means well fitted inhibition curve with a large enough effect;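 further: 0% = full enzyme reaction and -100% = no-enzyme basal signal; the screen sought inhibitors and activators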
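qHTS, 1536-well; enzyme 4 nM final; cpd up to 77 uM; substrate bovine liver glycogen 30 ug; 50 mM citrate/phosphate pH 5.0, 0.01% Tween-20; 37 C, 40 min; Amplex Red detection 45 min RT; Hill fit → AC50.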
Numbers without * were called inactive; [ ] = remark or other dose. Potency means the concentration at half of the fitted maximal effect. These rows are one share of the data; count on the stated rates, not on these rows.

SMILES	GAA glycogen mod
CC(NC(=O)c1ccc(CS(C)(=O)=O)cc1)c1cccc2ccccc12 (stereo not drawn)	0%
COc1cccc(CN(CC(=O)NCc2ccco2)C(=O)CNS(=O)(=O)c2ccccc2)c1	-4%
O=C(NCc1ccco1)c1cc(S(=O)(=O)N2CCCC2)ccc1Cl	0%[76.3 µM]
CCOc1ccccc1N(CC(=O)NCCc1ccccc1)C(=O)CCC(=O)Nc1ccccn1	-13%
Cc1cccc(NC(=O)C2C3C=CC(O3)C2C(=O)O)c1C (stereo not drawn)	-9%[76.3 µM]
COC(=O)c1ccc(NS(=O)(=O)c2ccc3[nH]c(=O)oc3c2)cc1	2%
CC(C)C(=O)Nc1cccc(-c2nc3ncccc3o2)c1	-5%[76.3 µM]
COc1ccc(N2CCN(C(=O)C(=O)c3cn(CC(=O)N4CCCCCC4)c4ccccc34)CC2)cc1	2%[76.3 µM]
O=C(/C=C/c1ccc(OCCCF)cc1)N1CCN(Cc2ccccc2)CC1	-7%
CCCCN1C2CCCC1CC(NC(=O)c1ccccc1Cl)C2 (stereo not drawn)	-2%[76.3 µM]
O=C(COC(=O)CCc1ccccc1)Nc1cc([N+](=O)[O-])ccc1F	-1%
CCn1c2ccccc2c2cc(NC(=O)CN3CCCC3)ccc21	0%[76.3 µM]
Cc1ccccc1NC(=O)CCS(=O)(=O)c1ccc(Br)cc1	7%
Clc1ccc(CCNc2ncnc3c2nnn3Cc2ccccc2)cc1	-1%[76.3 µM]
COc1ccc(N2CC(C(=O)Nc3ccc([N+](=O)[O-])cc3Br)CC2=O)cc1 (stereo not drawn)	3%[76.3 µM]
Cc1cccc(C)c1NC(=O)c1ccc2c(c1)CCN2S(C)(=O)=O	2%
Cc1ccc2c(CN3CCCCC3)cc(=O)oc2c1C	-1%
O=C(CN(CC1CCCO1)C(=O)CNS(=O)(=O)c1ccc(F)cc1)NC1CCCC1 (stereo not drawn)	-1%
COc1cc(C(C(=O)NC2CCCCC2)N(C(=O)c2snc(C(N)=O)c2N)c2ccc(C)cc2)ccc1O (stereo not drawn)	1%[76.3 µM]
C=CCN(C(=O)c1csnn1)C(C(=O)NC1CCCCC1)c1ccc(C)cc1 (stereo not drawn)	7%
CN(CCc1ccccc1)C(=O)c1cc(COc2cccc(C(F)(F)F)c2)on1	-17%[76.3 µM]
O=C(Nc1cccc(-n2cnnn2)c1)c1cc(Cl)nc(Cl)c1	1%[76.3 µM]
O=C(CSc1n[nH]c(-c2cccnc2)n1)Nc1ccccc1[N+](=O)[O-]	-7%[76.3 µM]
Cc1ccc(C(=O)N2CCN(c3ccccn3)CC2)cc1C	-2%[76.3 µM]
COCCCNC(=O)CSc1nc2c(sc(=S)n2-c2cc(Cl)ccc2OC)c(=O)[nH]1	-8%
O=C(NC(=S)Nc1ccc(F)cc1)C1CCCCC1	2%[76.3 µM]
CCOC(=O)CC(NS(=O)(=O)c1ccc2[nH]cc(C(=O)O)c(=O)c2c1)c1ccc(OCC)c(OC)c1 (stereo not drawn)	6%
COc1ccc(CCN2CC(C(=O)N(C)Cc3ccc4nsnc4c3)CCC2=O)cc1 (stereo not drawn)	0%[76.3 µM]
O=C(Nc1ccc(NC(=O)c2cccs2)cc1)c1cccs1	2%
CC12CC3CC(C)(C1)CC(C(=O)NCc1cccnc1)(C3)C2	-1%[76.3 µM]

6 of these compounds in a different format:
molecule | GAA glycogen mod
CC12CC3CC(C)(C1)CC(C(=O)NCc1cccnc1)(C3)C2 | -1%[76.3 µM]
O=C(NC(=S)Nc1ccc(F)cc1)C1CCCCC1 | 2%[76.3 µM]
COc1ccc(CCN2CC(C(=O)N(C)Cc3ccc4nsnc4c3)CCC2=O)cc1 (stereo not drawn) | 0%[76.3 µM]
CN(CCc1ccccc1)C(=O)c1cc(COc2cccc(C(F)(F)F)c2)on1 | -17%[76.3 µM]
O=C(CSc1n[nH]c(-c2cccnc2)n1)Nc1ccccc1[N+](=O)[O-] | -7%[76.3 µM]
COCCCNC(=O)CSc1nc2c(sc(=S)n2-c2cc(Cl)ccc2OC)c(=O)[nH]1 | -8%

Next part.
SMILES	GAA glycogen mod
COC(=O)CSc1ncc(S(=O)(=O)c2ccccc2)c(=O)[nH]1	2%
COc1ccc(NC(=S)N(CCC(C)C)C2CCN(C(C)C)CC2)cc1	-4%
COc1cc(C(=O)NCC(=O)N/N=C\C(C)=C/c2ccccc2)cc(OC)c1OC	-5%
CCOc1ccc(CCNC(=O)c2ccc(C)c(NC3=NC4CS(=O)(=O)CC4S3)c2)cc1 (stereo not drawn)	-15%[76.3 µM]
O=C(/C=C/c1ccccc1[N+](=O)[O-])Nc1ccc(S(=O)(=O)Nc2ncccn2)cc1	1%[76.3 µM]
CC(C)n1nnnc1SCC(=O)Nc1cccc(F)c1	10%[76.3 µM]
Cc1onc(-c2c(Cl)cccc2Cl)c1C(O)c1ccccc1 (stereo not drawn)	2%
Cc1ccnc(NC(=O)c2ccc(Br)s2)c1	7%
COc1ccc(Cc2nc(C)cc(Cl)n2)cc1[N+](=O)[O-]	0%[76.3 µM]
O=C(Nc1cccc(Cl)c1N1CCOCC1)c1ccc(Br)o1	-3%[76.3 µM]
CSc1ccc(C(=O)C2CCCN(C(=O)CN3CCOC3=O)C2)cc1 (stereo not drawn)	-4%[76.3 µM]
Cc1cccc2c(=O)c(-c3ccc(Cl)cc3)c(NC(=O)c3ccco3)oc12	-5%[76.3 µM]
COc1cccc(NC(=O)C2CCCO2)c1 (stereo not drawn)	0%[76.3 µM]
CCN(CC)S(=O)(=O)c1ccc(C(=O)NCC2CCCCC2)cc1	-1%
Cc1ccc(C)c(OCC(=O)Nc2ccc(C(=O)O)cc2NC(=O)COc2cc(C)ccc2C)c1	-1%[76.3 µM]
O=C(c1ccco1)N1CCN(CC(O)COc2ccc(Br)cc2)CC1 (stereo not drawn)	-4%
COCCCNc1nc(N)c([N+](=O)[O-])c(NCc2ccccc2)n1	3%
CC(C)Cc1nnc(NC(=O)c2cc([N+](=O)[O-])ccc2N2CCOCC2)s1	-1%[76.3 µM]
COc1ccc(C2c3ccc4ccccc4c3Oc3ncn(CCCN(C)C)c(=N)c32)cc1 (stereo not drawn)	0%
Cc1cc(C)c2sc(N(CCN(C)C)C(=O)CCS(=O)(=O)c3ccccc3)nc2c1	2%[76.3 µM]
O=C(O)C1Nc2c(C(F)(F)F)ccc(Cl)c2C2C=CCC12 (stereo not drawn)	6%
Cc1[nH][nH]c(=O)c1C(c1ccc(Cl)cc1)c1c(C)[nH][nH]c1=O	-10%[76.3 µM]
O=C(c1ccc(NS(=O)(=O)c2ccccc2)cc1)N1CCOCC1	-2%
CC1(C(=O)NCCOc2ccccc2Cl)CC1(Cl)Cl (stereo not drawn)	3%[76.3 µM]
COc1ccc(CCC(=O)N/N=C(\C)c2ccc3c(c2)OCO3)cc1	1%[76.3 µM]
CCC1COCCS(=O)(=O)N1Cc1ccccc1 (stereo not drawn)	-4%[76.3 µM]
Cc1c(Cl)cccc1NC(=S)NCC(O)c1ccccc1 (stereo not drawn)	0%[76.3 µM]
O=C(CN1CCCCCC1)Nc1ccccc1Cl	-7%[76.3 µM]
Cc1c2cnn(CC(=O)NCCCN3CCCCC3C)c(=O)c2c(C)n1Cc1ccccc1 (stereo not drawn)	-5%[76.3 µM]
Cc1cccc(NC(=O)CSc2nnc(CNC(=O)c3ccco3)o2)c1C	1%[76.3 µM]
COc1cc(C(=O)N/N=C/c2ccc(OC(=O)c3ccccc3Cl)c(OC)c2)ccc1O	1%[76.3 µM]
CCc1ccc(NC(=S)N2CCN(S(=O)(=O)c3ccccc3)CC2)cc1	-9%[76.3 µM]
Cc1cc(C)n(CCNC(=O)C2CCC(=O)N(CCc3cccc(F)c3)C2)n1 (stereo not drawn)	-1%[76.3 µM]
O=C(c1cc(-c2cccc(Cl)c2)nc2ccccc12)N1CCCC1	3%[76.3 µM]
COc1ccc(S(=O)(=O)c2c(O)c3ccc(C(=O)Nc4ccc(F)cc4F)cc3[nH]c2=O)cc1	-10%[76.3 µM]
Cc1cc2c(cc1S(=O)(=O)N1CCOCC1)NC(=O)CO2	-9%
COCCCNC(=O)[C@H](Cc1c[nH]c2ccccc12)NC(=O)OCc1ccccc1	-6%
COc1ccc(CN2C(=O)CSCC2=O)cc1OC	-12%
CC1(C)Cc2c(cnn2-c2cccc(F)c2)C(NC(=O)CSc2ccccn2)C1 (stereo not drawn)	-1%[76.3 µM]
CSc1ccccc1NC(=O)c1cc(Cl)sc1Cl	1%
O=[N+]([O-])c1ccc(S(=O)(=O)Nc2ccc(S(=O)(=O)N3CCCC3)cc2)cc1	0%
CCOC(=O)c1cnc2c(C)c(C)ccc2c1NCCN1CCOCC1	-2%[76.3 µM]
O=Cc1c(NCc2ccccc2)c2ccccc2[nH]c1=O	-1%[76.3 µM]
CC1CN(c2nc(N(C)c3ccccc3)nc(N)c2[N+](=O)[O-])CC(C)O1 (stereo not drawn)	4%
CCc1ccc(CN2CCC(n3nccc3NC(=O)Cc3ccccc3)CC2)o1	-1%[76.3 µM]
COCCN(CC1CCCN(C2Cc3ccccc3C2)C1)C(=O)CCC(N)=O (stereo not drawn)	-3%[76.3 µM]
COc1ccc(CNC(=O)C2CCN(S(=O)(=O)c3cccc4nsnc34)CC2)cc1	1%[76.3 µM]
NS(=O)(=O)c1ccc(CCNC(=O)c2ccc(Cl)nc2)cc1	8%
Cc1cccc(C)c1NC(=O)CC(C)c1ccccc1 (stereo not drawn)	4%[76.3 µM]
COc1ccc(-c2cc(C(=O)N(C)Cc3ccccc3F)c3ccccc3n2)cc1OC	3%[76.3 µM]

Continuation.
SMILES	GAA glycogen mod
O=C(c1ccco1)N1CCN(c2ncnc3c(-c4ccc(Cl)cc4)nsc23)CC1	-1%[76.3 µM]
C=CCn1c2ccccc2c2nnc(SCCN3CCCCC3)nc21	5%[76.3 µM]
COc1ccc(NC(=O)NC(C)c2ccc3c(c2)OCO3)cc1OC (stereo not drawn)	0%[76.3 µM]
COCC(=O)N1CCC(Oc2ccc(C(=O)N(C)CCCC3CCCC3)cc2)CC1	2%[76.3 µM]
COc1ccc(N2CC(C(=O)N[C@H](C(=O)NC3CCCCC3)C(C)C)CC2=O)cc1 (stereo partly drawn)	-12%[76.3 µM]
COc1ccc(-n2ncc3c2CC(C)(C)CC3NC(=O)c2ocnc2C)cc1 (stereo not drawn)	2%[76.3 µM]
CC(C)(C)C(=O)OCc1nc(-c2ccc3c(c2)OCCO3)cs1	3%
O=C(CC1C(=O)NCCN1Cc1cccc(F)c1)NCCCOc1cccnc1 (stereo not drawn)	1%[76.3 µM]
CCOC(=O)n1cc(C(=O)c2ccccc2O)cn1	2%
Cn1cccc1-c1cc(C(=O)N/N=C/c2cc(Br)ccc2O)[nH]n1	12%
COc1ccc2c(c1OC)C(=O)OC2N1C(=O)CC[C@H]1C(=O)Nc1ccc(F)cc1F (stereo partly drawn)	22%[76.3 µM]
COc1ccccc1C(CCNCc1ccc(N(C)C)cc1)c1ccc(OC(C)C)cc1 (stereo not drawn)	-11%
COc1ccccc1CCNC(=O)C(=O)NCC1OCCCN1S(=O)(=O)c1cc(C)ccc1C (stereo not drawn)	-3%[76.3 µM]
COc1ccc(C(=O)Nc2nnc(SCC(=O)Nc3ccc(NC(C)=O)cc3)s2)c(OC)c1	2%[76.3 µM]
O=C(c1cccc(NC2=NC3CS(=O)(=O)CC3S2)c1)N1CCN(c2ncccn2)CC1 (stereo not drawn)	10%[76.3 µM]
CCCCc1c(C)c(C#N)c2nc3ccccc3n2c1NCCN(C)C	-2%
CSC[C@H](NC(=O)COc1cc2c(c3oc(=O)c(C)c(C)c13)CCC(C)(C)O2)C(=O)O	1%
O=C(O)c1cc(S(=O)(=O)N(Cc2ccccc2)c2ccccc2)ccc1Cl	-1%
O=c1c2c([nH]n1-c1ccccc1)CCSC2	2%
Cc1cc(Nc2ccc(C(=O)O)cc2)nc(N)n1	3%[76.3 µM]

3 successive entries from above, quoted:
SMILES	GAA glycogen mod
O=C(NCc1ccco1)c1cc(S(=O)(=O)N2CCCC2)ccc1Cl	0%[76.3 µM]
CCOc1ccccc1N(CC(=O)NCCc1ccccc1)C(=O)CCC(=O)Nc1ccccn1	-13%
Cc1cccc(NC(=O)C2C3C=CC(O3)C2C(=O)O)c1C (stereo not drawn)	-9%[76.3 µM]

Following part.
SMILES	GAA glycogen mod
CCCCc1cc(=O)oc2cc(OC3CCCCC3=O)ccc12 (stereo not drawn)	4%
O=C1c2ccccc2C(=O)N1CCOc1ccc(F)cc1	-3%[76.3 µM]
COc1ccc(CCN2CC(C(=O)NCc3cc(C)on3)CCC2=O)cc1 (stereo not drawn)	-16%[76.3 µM]
COc1ccc(-n2nc(C(=O)NCC(=O)N(C)Cc3ccccc3)c3ccccc3c2=O)cc1OC	1%
O=C(NCCn1c(C(F)(F)F)nc2cc(C(F)(F)F)ccc21)[C@H]1CCCN1c1nc(CN2CCCCC2)cs1	11%[76.3 µM]
Cc1ccc(CNCc2ccc3c(c2)OCO3)cc1	3%[76.3 µM]
CCn1cc(/C=C(\NC(=O)c2ccccc2)C(=O)N2CCOCC2)c2ccccc21	-29%[76.3 µM]
CNS(=O)(=O)c1ccc2c3c(cccc13)C(=O)N2C	2%[76.3 µM]
CCOc1cc(C2Nc3ccccc3NC3=C2C(=O)CC(C)(C)C3)ccc1OC(C)=O (stereo not drawn)	-10%[76.3 µM]
Cc1ccc(SC[C@H](C)CN2CC[C@H](C)CCC2=O)cc1	-8%[76.3 µM]
COc1ccc(-c2nc(CS(=O)CC(=O)NC3CCCC3)c(C)o2)cc1 (stereo not drawn)	11%[76.3 µM]
